Source: PubChem BioAssay
D2 ag: HTS Assay for Allosteric Agonists of the Human D2 Dopamine Receptor: Primary Screen for Agonists | HEK293 T-REx D2 cells, calcium flux agonist mode | AID 485358, 2010 | activation, % at 2 µM | D(2) dopamine receptor (Homo sapiens), P14416 | 0.53% of 340,000 active;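 active means activation over 3 SD above normal in the single-dose calcium agonist read, cut at about 30% in these data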; further: 0% is about no effect
Target sequence (P14416 whole entry, looked up): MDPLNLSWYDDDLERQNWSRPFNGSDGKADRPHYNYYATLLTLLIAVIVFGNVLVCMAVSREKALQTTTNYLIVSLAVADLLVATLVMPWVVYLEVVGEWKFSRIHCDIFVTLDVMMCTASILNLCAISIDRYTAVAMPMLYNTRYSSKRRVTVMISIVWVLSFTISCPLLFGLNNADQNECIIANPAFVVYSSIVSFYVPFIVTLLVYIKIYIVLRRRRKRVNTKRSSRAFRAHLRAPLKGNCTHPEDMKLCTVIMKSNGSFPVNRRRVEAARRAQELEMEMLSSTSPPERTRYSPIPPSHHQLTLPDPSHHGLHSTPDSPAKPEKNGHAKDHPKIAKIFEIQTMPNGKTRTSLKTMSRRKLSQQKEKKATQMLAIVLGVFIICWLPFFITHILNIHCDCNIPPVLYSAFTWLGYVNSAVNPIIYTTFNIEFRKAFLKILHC
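Tetracycline-induced HEK293 T-REx cells with force-coupled D2 receptor, plated overnight at 30 C, loaded with no-wash calcium dye. After a 10 s baseline, compound was pin-added and calcium flux read kinetically for 180 s; calcium rises flagged agonists.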
Vif-A3F inh: qHTS for Inhibitors of Vif-A3F Interactions: qHTS; HeLa A3F-eYFP + Vif (tagged APOBEC3F with the HIV-1 protein that degrades it), YFP fluorescence increase; Potency, µM (highest dose often 46.1 µM), without a hit: at the highest dose activity, negative = active; 0.2% of 390,000 active; AID 602313, 2012; further: potency means the concentration at half of the fitted maximal effect; % of control where 0% means no effect; nearly all actives have a fitted effect of over 65% in size
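HeLa cells stably expressing A3F-eYFP plus Vif, plated and incubated overnight at 37 deg C, then exposed to compounds overnight at 37 deg C. Blocked degradation read as raised yellow fluorescence (Ex 488/Em 500-530).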
12-LOX inh: Primary qHTS assay for inhibitors of human arachidonate 12S-lipoxygenase (ALOX12): Round 2. 1.1% of 580,000 active. Polyunsaturated fatty acid lipoxygenase ALOX12 (Homo sapiens), P18054. purified 12hLO, xylenol orange hydroperoxide absorbance. Potency, µM (top dose mostly 108 µM), for the others: top-dose activity change, negative = inhibition, most hits filed as inhibitors; further: potency means the concentration at half of the fitted maximal effect; on the % scale 0 is the no-effect control and ±100 the full control effect
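Purified human 12hLO (150 nM final) in 25 mM Hepes, 0.01% Triton X-100, pH 7.0 was preincubated 15 min at room temperature with compound. Then 40 uM arachidonic acid was added, 30 min. Hydroperoxide was read by Fe-XO absorbance ratio 573/405 nm.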
Vif-APOBEC3G blk: qHTS for Inhibitors of Vif-A3G Interactions: qHTS; HeLa A3G-eYFP + Vif (tagged APOBEC3G with the HIV-1 protein that degrades it), YFP fluorescence, overnight; 0.076% of 410,000 active; DNA dC->dU-editing enzyme APOBEC-3G (Homo sapiens), Q9HC16; Potency, µM (highest dose often 46.1 µM), inactives show at the top dose activity, negative = active, hits mostly inhibitors;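 further: potency means the concentration at half of the fitted maximal effect; on the % scale 0 is the no-effect control and ±100 the full control effect; nearly all actives have a fitted effect of over 60% in size; hits raise eYFP signal because A3G escapes Vif-driven loss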
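Read-out is eYFP fluorescence (Ex 488/Em 500-530) from Vif-expressing HeLa A3G-eYFP cells; more signal means A3G escaped Vif-mediated degradation. Cells plated overnight, compound pinned in, incubated overnight at 37 deg C.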
RGS4 inh: Inhibitors of Regulator of G Protein Signaling (RGS) 4: qHTS; AID 504845, 2011; Regulator of G-protein signaling 4 (Homo sapiens), P49798; Potency, µM (series often up to 114 µM), for the others: at the highest dose activity change, negative = inhibition, hits mostly inhibitors; Transcreener GDP fluorescence polarization, RGS4-accelerated GTP hydrolysis; 0.039% of 390,000 active; further: potency means the concentration at half of the fitted maximal effect; on the % scale 0 is the no-effect control and ±100 the full control effect; nearly all actives have a fitted effect of over 75% in size; some results filed as inactive show a strong effect at the top dose
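MLSMR compounds (23 nl, pin-transferred) preincubated 10 min at room temperature with a 500nM (2x) first reagent, then RGS4 at 900nM (2x) plus Transcreener GDP mix added; fluorescence polarization (620/688 nm) read before and after 90 min at 30 °C.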
ERG-DNA inh: qHTS for Small Molecule Inhibitors of the ERG Ets/DNA interaction; Transcriptional regulator ERG (Homo sapiens), P11308; fluorescence polarization, His-ERG Ets domain / labelled DNA; Potency, µM (highest dose often 76.9 µM), for inactives: top-dose FP activity, negative = inhibition, most hits filed as inhibitors; 0.028% of 370,000 active; AID 624246, 2012; active means well fitted inhibition curve with a large enough effect in the polarisation, with a control signal flat; inconclusive means small, poorly fitted or top-dose-only effect, or effect the other way, or a change in a side signal; inactive means no such curve, though single readings can be large or run the other way; the % refers to the polarisation;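 further: polarization taken with two DNA probes labelled with fluorescein and Texas red; potency means the concentration at half of the fitted maximal effect; % of control where 0% means no effect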
Target sequence (P11308 whole entry, looked up, the tested form may be a part): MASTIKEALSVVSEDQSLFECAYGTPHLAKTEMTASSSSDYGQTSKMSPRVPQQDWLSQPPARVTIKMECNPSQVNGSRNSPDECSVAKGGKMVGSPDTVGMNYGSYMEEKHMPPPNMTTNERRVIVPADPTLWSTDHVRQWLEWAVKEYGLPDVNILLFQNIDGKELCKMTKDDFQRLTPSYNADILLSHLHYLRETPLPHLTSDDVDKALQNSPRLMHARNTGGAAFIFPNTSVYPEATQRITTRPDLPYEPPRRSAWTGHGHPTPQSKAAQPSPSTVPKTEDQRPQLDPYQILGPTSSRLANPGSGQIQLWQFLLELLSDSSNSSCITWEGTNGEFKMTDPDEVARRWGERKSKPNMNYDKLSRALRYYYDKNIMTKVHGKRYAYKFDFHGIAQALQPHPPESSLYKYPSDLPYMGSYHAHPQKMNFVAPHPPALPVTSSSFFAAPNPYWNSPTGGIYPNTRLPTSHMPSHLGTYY
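His-tagged ERG Ets domain (1 uM in the protein solution; 300mM KCl, 50mM Tris-HCl, 1mM EDTA, 1mM DTT, pH 7.5) received compound, then a probe mix of 5 nM fluorescein-DNA and 100nM Texas-615-DNA. Fluorescence polarization was read for both dyes.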
D2 antagonist: HTS Assay for Allosteric Antagonists of the Human D2 Dopamine Receptor: Primary Screen for Antagonists; D(2) dopamine receptor (Homo sapiens), P14416; HEK293 TREx D2 cells, calcium flux, dopamine EC80; inhibition, % at 10 µM; 2% of 340,000 active; in the data active means inhibition above about 30%; further: 0% is about no effect
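Tetracycline-induced HEK293 T-REx cells expressing D2 force-coupled to calcium signalling were dye-loaded, exposed to compound for 180 s, then challenged with an EC80 of dopamine; calcium flux was followed kinetically for a further 180 s.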
LDHA block: qHTS assay for inhibitors of human lactate dehydrogenase; L-lactate dehydrogenase A chain (Homo sapiens), P00338; purified LDHA, NADH/diaphorase-resazurin fluorescence; active compounds read low; activity change, % (values are at about 110 or 230 µM); 0.15% of 480,000 active; in the data active means activity change below about -30%; inconclusive means mostly about -25% to -30%;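 further: plate controls were DMSO wells for no effect and wells without enzyme for full effect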
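Enzyme activity of human lactate dehydrogenase 5 (2 nM; 0.06 mM NADH, 0.2 mM pyruvate, 5 min, RT) is measured via a resazurin/diaphorase fluorescence readout of residual NADH.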
GRP78 ERSR act: qHTS for Inducers of the Endoplasmic Reticulum Stress Response (ERSR) in Human Glioma: qHTS; U87-MG GRP78 promoter luciferase reporter, 16 h; Potency, µM, for inactives: at the highest dose activation, most hits filed as activators; 0.02% of 420,000 active; further: potency means the concentration at half of the fitted maximal effect; series mostly up to about 76 µM; % of control where 0% means no effect; nearly all actives have a fitted effect of over 35% in size
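ERSR induction read as luciferase luminescence (Bright-Glo, 10 min at room temperature) in stably transfected human U87-MG glioma cells exposed to compounds for 16 h, using GRP78 as sensor.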
* marks the source's active call; other numbers are inactive results; ? = inconclusive; . = no result given; [ ] = dose if it differs, or a comment. Unless noted, the call rests on the fitted dose curve; in most records, active means well fitted curve in the direction sought with a large enough effect; inconclusive means small, poorly fitted or top-dose-only effect, or another doubt; inactive means no such curve, though single readings can be large; an effect the other way counts as inactive or inconclusive.

SMILES | D2 ag | Vif-A3F inh | 12-LOX inh | Vif-APOBEC3G blk | RGS4 inh | ERG-DNA inh | D2 antagonist | LDHA block | GRP78 ERSR act
CCCn1c(=N)n(CC(O)c2ccco2)c2ccccc21 (stereo not given) | -0.7 | -5% | 0% | 3% | 10% | -1% | 9 | -6 | -2%
CCOc1ccccc1Nc1nnc(C)c(=O)[nH]1 | 0.0 | -10% | 0% | 1% | -3% | 0% | -17 | -8 | -3%
CC1CCCCN1S(=O)(=O)Cc1ccccc1Cl (stereo not given) | -0.1 | 0% | -6% | -2% | -14% | 0% | 9 | -1 | -2%
Cc1ccn2c(=S)[nH]nc2c1 | . | -2% | -19% | 1% | . | . | . | 2 | -4%
F[B-](F)(F)c1cc2cc(Br)ccc2s1 | . | 0% | . | ? | -5% | 14% | . | 4 | 1%
COc1ccc(S(=O)(=O)NCCCN2CCCC2=O)c(OC)c1 | 0.4 | -1% | 0% | 2% | -12% | 7% | 2 | -1 | -3%
C=C(C)COc1ccc2c(C)c(CC(=O)OC)c(=O)oc2c1C | 1.3 | 1% | . | -18% | -22% | 4% | 11 | -1 | -6%
O=S(=O)(Nc1nnc(C2CCCCC2)s1)c1ccc(F)cc1 | -0.1 | -11% | -20% | -6% | -23% | -3% | 1 | -5 | -3%
CCOC(=O)NC1(NC2CCCCC2)Oc2ccccc2O1 | -0.1 | -1% | -46% | -4% | -35% | 0% | -14 | 24 | 5%
CN(C)c1nc(Nc2ccc(Cl)cc2)nc(OCC#N)n1 | -2.2 | -1% | 25% | -2% | -12% | -2% | -4 | -4 | -1%
O=C(Nc1ccccc1N1CCCC1)C1CC(=O)N(Cc2ccccc2)C1 (stereo not given) | -1.3 | 4% | -13% | 0% | 6% | 5% | 13 | 4 | -2%
CCc1nc2ccc(C(=O)NCCCn3ccnc3)cn2c1N(CC)Cc1cccc(Br)c1 | . | . | -3% | -4% | . | . | . | -11 | -2%

Reformatted comma-delimited: 2 of the compounds above
Structure,D2 ag,Vif-A3F inh,12-LOX inh,Vif-APOBEC3G blk,RGS4 inh,ERG-DNA inh,D2 antagonist,LDHA block,GRP78 ERSR act
CCOC(=O)NC1(NC2CCCCC2)Oc2ccccc2O1,-0.1,-1%,-46%,-4%,-35%,0%,-14,24,5%
CN(C)c1nc(Nc2ccc(Cl)cc2)nc(OCC#N)n1,-2.2,-1%,25%,-2%,-12%,-2%,-4,-4,-1%

(cont.)
SMILES | D2 ag | Vif-A3F inh | 12-LOX inh | Vif-APOBEC3G blk | RGS4 inh | ERG-DNA inh | D2 antagonist | LDHA block | GRP78 ERSR act
C=CCSc1nnc2c(n1)OC(c1cccnc1)N(C(C)=O)c1ccccc1-2 (stereo not given) | 0.3 | -7% | 15% | 1% | 17% | -2% | -8 | -4 | -4%
COc1cccc(C(c2c(N)[nH]c(=S)[nH]c2=O)c2c(N)[nH]c(=S)[nH]c2=O)c1 | . | 4% | ? | 1% | -38% | -1% | . | -3 | -3%
CCCCSc1nc(SCC(=O)NCc2ccco2)c2c3c(sc2n1)COC(C)(CC)C3 (stereo not given) | 1.3 | 0% | ? | 1% | -23% | 8% | -2 | 0 | 0%
O=C(Nc1ccc(F)cc1)c1cccnc1NCCc1ccccc1 | 1.7 | -28% | ? | -1% | -5% | -6% | -8 | -3 | 1%
CCC(=O)c1ccc(OCC(=O)OCC(=O)c2cc(C)n(CC3CCCO3)c2C)cc1 (stereo not given) | 0.1 | 6% | 18% | 1% | 18% | 3% | -5 | -10 | -1%
COc1ccc(C(=O)N2CCC(C(N)=O)CC2)cc1S(=O)(=O)N1CCCC1 | 0.0 | -2% | 0% | 0% | -5% | -4% | -15 | 1 | -5%
CCCc1cc(Nc2c(C)n(C)n(-c3ccccc3)c2=O)n2c(nc3ccccc32)c1C#N | -1.3 | -10% | 0% | -6% | 28% | 1% | 6 | 16 | -1%
O=C(C1=C[C@H](C2CCCCC2)C[C@H](OCCCCO)O1)N1CCN(Cc2ccc3c(c2)OCO3)CC1 | 0.3 | -1% | . | 2% | 25% | 18% | -7 | 0 | -2%
CC(C)C1C(=O)N(Cc2cn(CC3CCCCC3)nn2)CCS(=O)(=O)N1Cc1ccc(-c2ccc(Cl)cc2)cc1 (stereo not given) | . | 1% | 2% | -5% | . | . | . | -17 | -4%
Cc1cc(NC(=O)Nc2ccccc2F)ccc1Br | -0.1 | 14% | -15% | -11% | 18% | 15% | -11 | -6 | -4%
COCCNc1nc(Nc2ccc(F)cc2)c2sccc2n1 | . | . | 7% | -2% | . | . | . | -3 | 1%
CC(=O)Nc1ccc(S(=O)(=O)Nc2c(C)n(C)n(-c3ccccc3)c2=O)cc1 | -0.7 | 0% | 0% | 0% | -16% | -2% | 0 | 0 | -4%
Cc1ccnc(NCc2ccc(Cl)cc2)c1 | 0.6 | -27% | ? | -23% | 11% | -9% | -11 | -1 | 4%
CCn1cc(C=O)c2cc(S(=O)(=O)N3CCOCC3)ccc21 | -4.6 | 0% | 9% | -1% | -23% | -11% | -10 | 1 | -2%
CN(CC(=O)NCc1ccncc1)S(=O)(=O)c1cc(Cl)ccc1Cl | 1.0 | 4% | -17% | -6% | -20% | -13% | 8 | 2 | 1%
O=C(NCc1cccnc1)c1c[nH]c2cc3c(cc2c1=O)OCCO3 | 0.6 | 3% | 11% | 1% | -28% | -1% | -17 | -1 | -7%
CCOC(=O)C1CCN(C(=O)c2cccc(S(=O)(=O)N(CC)c3ccccc3)c2)CC1 | 0.0 | -12% | 25% | 2% | 16% | -1% | 14 | -5 | -3%
O=C(Nc1nc(-c2ccccn2)cs1)c1ccccc1-n1cnnn1 | 0.7 | -1% | ? | 4% | -36%[11.4 µM] | 3% | -5 | -1 | 0%
CC1(C(=O)NCC(F)(F)F)CCN1C(=O)C1(c2ccccc2)CC1 (stereo not given) | . | . | -18% | 2% | . | . | . | -2 | 1%
COc1cc(NC(=S)N2CCN(C/C=C/c3ccccc3)CC2)cc(OC)c1 | 0.3 | 2% | -11% | -1% | -18% | 6% | -5 | -5 | -3%
CCc1ccc(NC(=O)c2cccc(NC3=NC4CS(=O)(=O)CC4S3)c2)cc1 (stereo not given) | -0.1 | 4% | ? | 1% | 17% | 1% | -7 | -6 | -4%
CCN1CCN(S(=O)(=O)c2cccc3nsnc23)CC1 | 0.6 | 5% | 2% | 0% | 13% | . | -5 | -4 | -3%
COc1cccc(C2C(C#N)=C(N)N(N(C)C)C3=C2C(=O)CCC3)c1 (stereo not given) | -0.8 | 3% | 1% | 3% | 4% | 61%[activator] | 21 | 2 | -2%
CCN1CCN(C(=S)NCc2ccc(C)cc2)CC1 | -0.1 | -6% | -17% | 1% | 0% | -9% | 6 | -4 | -3%
COc1ccc(CCNc2oc(COc3ccc(Br)cc3)nc2C#N)cc1OC | -0.8 | -2% | 372%[activator] | 1% | 5% | 2% | 6 | -2 | 1%
COc1ccc(OC)c(NC(=O)N2CCN(S(=O)(=O)c3ccc4c(ccn4C)c3)CC2)c1 | -0.3 | 2% | -6% | 0% | 4% | -2% | . | 2 | -4%
O=C(Nc1cccn2ncnc12)C(Cl)Cl | 0.6 | 1% | 41%[activator] | -1% | 5% | -7% | 2 | -12 | -4%
CC(=O)N(C)c1ccc(NC(=O)c2ccc([N+](=O)[O-])cc2Cl)cc1 | 0.3 | -2% | -8% | 0% | -8% | -3% | -1 | -8 | -1%
Cc1ccc(S(=O)(=O)N2CCN(C(=O)COC(=O)COc3cccc4c3OC(C)(C)C4)CC2)cc1 | 0.1 | 6% | -21% | -1% | -16% | -4% | -5 | -4 | -3%
O=C1C=C(c2cccc3c2oc2ccccc23)C[C@@H](c2ccc(F)cc2)C1 | . | -3% | -5% | 0% | 26% | 8% | . | -5 | -4%

Compound profiles, from the list above.
CC(=O)N(C)c1ccc(NC(=O)c2ccc([N+](=O)[O-])cc2Cl)cc1 as listed: D2 ag = 0.3; Vif-A3F inh = -2%; 12-LOX inh = -8%; Vif-APOBEC3G blk = 0%; RGS4 inh = -8%; ERG-DNA inh = -3%; D2 antagonist = -1; LDHA block = -8; GRP78 ERSR act = -1%
COc1ccc(CCNc2oc(COc3ccc(Br)cc3)nc2C#N)cc1OC as listed: D2 ag = -0.8; Vif-A3F inh = -2%; 12-LOX inh = 372%[activator]; Vif-APOBEC3G blk = 1%; RGS4 inh = 5%; ERG-DNA inh = 2%; D2 antagonist = 6; LDHA block = -2; GRP78 ERSR act = 1%

Not all compounds are listed; the hit share may differ from the screen's.
